HT1080NT lethal: kills 2HG-producing HT-1080-NT fibrosarcoma cells | HT-1080-NT fibrosarcoma viability, CellTiter-Glo ATP luminescence, 48 h | Potency, µM (highest dose often 46.1 µM), for the others: at the highest dose activity, negative = less viability, actives largely listed as cytotoxic | hit rate 1.6% among 360,000 | AID 686970;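 further: NT is the 2HG producing partner of a matched IDH1 knockdown line; 0% = DMSO-treated cells and -100% = media-only wells without cells; nearly all actives have a fitted effect of over 55% in size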
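Read-out is CellTiter-Glo luminescence after 10 minutes at room temperature, following 48 hours' compound treatment of HT-1080-NT cells (750 cells/well, RPMI, 5% FBS, 37 degrees C).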
HEK293 tox: cytotoxicity counter-screen for GLP-1 receptor inverse agonists | hit rate 0.13% among 410,000 | Potency, µM (top dose mostly 38.3 µM), inactives show top-dose activity change, negative = inhibition, usual class: inhibitors | HEK293 cAMP-luciferase reporter cells, luminescence, 24 h | AID 624418;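 further: loss of luciferase light is scored as toxicity; on the % scale 0 is the no-effect control and ±100 the full control effect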
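Seeding density was 200 cells/uL; after overnight-length (12 h) culture, 23 nL compounds went on for 24 h at 37 °C. Readout used a luciferase detection reagent, luminescence taken after 12 min at room temperature.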
GLP-1R inv ag: inverse agonists of human GLP-1 receptor; HEK293 GLP-1R CRE-luciferase, luminescence, 24 h; GLP-1R form is constitutively active; Potency, µM (titrated, usually from 38.3 µM), inactives show top-dose activity change, negative = inhibition, usual class: inhibitors; hit rate 1.6% among 410,000; further: on the % scale 0 is the no-effect control and ±100 the full control effect; nearly all actives have a fitted effect of over 55% in size
Target sequence (P43220 whole entry, looked up): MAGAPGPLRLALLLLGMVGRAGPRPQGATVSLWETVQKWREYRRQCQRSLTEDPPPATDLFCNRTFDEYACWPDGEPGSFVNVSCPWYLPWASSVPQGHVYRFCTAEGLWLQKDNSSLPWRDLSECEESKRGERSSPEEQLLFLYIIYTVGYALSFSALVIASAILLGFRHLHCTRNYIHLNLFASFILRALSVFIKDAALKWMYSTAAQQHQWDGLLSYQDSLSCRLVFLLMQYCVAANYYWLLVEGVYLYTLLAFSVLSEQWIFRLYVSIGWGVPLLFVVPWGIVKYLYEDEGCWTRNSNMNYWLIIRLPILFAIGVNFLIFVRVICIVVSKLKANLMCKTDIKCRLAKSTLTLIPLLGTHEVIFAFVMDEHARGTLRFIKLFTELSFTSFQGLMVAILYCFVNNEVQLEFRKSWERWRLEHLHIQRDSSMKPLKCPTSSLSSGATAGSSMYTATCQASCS
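Using stably transfected HEK293 (constitutively active GLP-1R, cAMP-luciferase reporter), compounds were incubated 24 hr and luciferase measured by luminescence.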
KB-V1 MDR tox: KB-V1 MDR subline cytotoxicity. KB-V1 MDR cells viability, CellTiter-Glo, 72 h. Potency, µM (series often up to 46.1 µM), for inactives: at the highest dose activity change, negative = cytotoxicity, actives largely listed as cytotoxic. hit rate 3.4% among 400,000. AID 1347076; further: on the % scale 0 is the no-effect control and ±100 the full control effect; nearly all actives have a fitted effect of over 60% in size
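Luminescent ATP read-out (CellTiter-Glo, 10 min) measures survival of drug-selected KB-V1 MDR cells after 72 h, 37 degrees C compound exposure. Medium: phenol-red-free DMEM, 10% FBS. Values from fitted concentration-response curves.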
HT1080 IDH1KD tx: toxicity to HT-1080 IDH1 knockdown cells (counter line) | HT-1080 IDH1 knockdown viability, ATP luminescence, 48 h | Potency, µM (series often up to 46.1 µM), for the others: at the top dose activity, negative = toxicity, most hits filed as cytotoxic | hit rate 2% among 360,000 | AID 686971;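 further: 0% = DMSO wells and -100% = cell-free medium wells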
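Assay cells: HT-1080 with IDH1 knockdown, 750 per well, RPMI/5% FBS. Exposure: 48 h at 37 °C following 2 h pre-incubation. Read: CellTiter-Glo luminescence; fitted concentration-response, curve class assigned.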
SW480 rereplic: DNA re-replication induction in SW480 cells; SW480 DNA re-replication, Hoechst DNA content imaging, 48 h; Potency, µM (titrated, usually from 46.1 µM), for inactives: at the highest dose re-replication activation, most hits filed as activators; hit rate 1.8% among 340,000; further: % of control where 0% means no effect; nearly all actives have a fitted effect of over 55% in size
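250 cells/well; 23 nL cpd via pin tool; 48 hr, 37 C, 5% CO2; Hoechst 40 min; imager read of total nuclear intensity, ex 405/em 500-530 nm.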
GLP1R ag: agonists of human GLP-1 receptor. Potency, µM (series often up to 45.6 µM), for inactives: at the top dose activation, most hits filed as activators. P43220. HEK293 GLP-1R CRE-luciferase, luminescence, 4-6 h; cells express a hypersensitive GLP-1R form. hit rate 0.007% among 380,000; further: % of control where 0% means no effect
KB-3-1 tox: kills parental KB-3-1 adenocarcinoma cells; KB-3-1 viability, CellTiter-Glo ATP luminescence, 72 h; Potency, µM (highest dose often 46.1 µM), for inactives: at the highest dose activity change, negative = cytotoxic, hits mostly cytotoxic; hit rate 1.4% among 400,000; AID 1347075; further: on the % scale 0 is the no-effect control and ±100 the full control effect; nearly all actives have a fitted effect of over 60% in size
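Multi-concentration cytotoxicity screen in KB-3-1 cells grown in DMEM lacking phenol red with 10% FBS. After 72 h at 37 °C with compound, ATP-dependent luminescence was recorded.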
TDP43 rescue: inhibitors of TDP-43 toxicity in yeast; TDP-43 expressing yeast growth rescue, BacTiter-Glo, 24 h; Potency, µM (top dose mostly 46.1 µM), for inactives: at the top dose growth rescue (activation), hits mostly activators; hit rate 1.8% among 410,000; AID 652104; further: % of control where 0% means no effect; nearly all actives have a fitted effect of over 50% in size
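In this qHTS, compounds that restore growth of yeast expressing TDP-43 appear as activators. Cells (OD600=0.02, galactose medium, raffinose-pregrown) are incubated with compound 24 hr at 30 deg C and growth is quantified by BacTiter-Glo.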
An asterisk follows results filed as active; ? = inconclusive; nt = not tested or not shown; [ ] = remark or other dose. The call rests on the fitted dose curve; in most records, active means well fitted curve in the direction sought with a large enough effect; inconclusive means small, poorly fitted or top-dose-only effect, or another doubt; inactive means no such curve, though single readings can be large; an effect the other way counts as inactive or inconclusive. Potency means the concentration at half of the fitted maximal effect. Compounds as they come; any-hit rate near 9.4%.

SMILES	HT1080NT lethal	HEK293 tox	GLP-1R inv ag	KB-V1 MDR tox	HT1080 IDH1KD tx	SW480 rereplic	GLP1R ag	KB-3-1 tox	TDP43 rescue
O=C(c1ccc(NS(=O)(=O)c2ccc3[nH]c(=O)[nH]c3c2)cc1)N1CCN(c2ccccc2)CC1	9%	1%	15%	-1%	27%	0%	16%	18%	22%
COc1ccc(OC)c(NC(=O)C(NS(=O)(=O)c2ccc3c(c2)CCCC(=O)N3)C(C)C)c1 (stereo not given)	nt	6%	4%	?	nt	nt	nt	-2%	12%
Nc1cc(-c2ccc(Br)cc2)[nH]n1	-12%	?	?	2%	-19%	?	6%	0%	-9%
COc1ccc(C2CCCN2C(=O)c2cccs2)cc1 (stereo not given)	3%	2%	-9%	-5%	-3%	-9%	-3%	-1%	13%
CC(Nc1ccc(-c2nc(-c3cccnc3)no2)cc1[N+](=O)[O-])c1ccccc1 (stereo not given)	nt	-12%	1%	12%	nt	nt	nt	7%	15%
CN(C)S(=O)(=O)c1ccc2c(c1)nc(CCC(=O)Nc1ccc3c(c1)OCO3)n2C	9%	1%	24%	2%	9%	10%	0%	1%	6%
CCN(CC)C(=O)CN(c1ccc(C)cc1)S(=O)(=O)c1ccc(SC)cc1	0%	-21%	?	-24%	4%	-5%	-9%	-9%	23%
Cc1nc(N(C)C)c2sc(=S)n(C)c2n1	0%	-14%	18%	-5%	4%	-1%	3%	10%	25%
COc1ccc(NS(=O)(=O)c2ccc(C(=O)N(C)Cc3ccc(C)o3)cc2)cc1	-1%[9.24 µM]	-15%	?	4%	3%	-32%[inhibitor]	14%	15%	9%
O=C(NC1CCCc2ccccc21)C1CCN(S(=O)(=O)c2cccc(C(F)(F)F)c2)CC1 (stereo not given)	-2%	3%	?	23µM*	-22%	?	2%	-11%	10%
CCOC(=O)/C(C#N)=C1/C=CN(c2ccc(C)cc2)C=N1	4%	6%	0%	0%	13%	?	-8%	-1%	-7%
CN(C(=O)COC(=O)C1CCN(S(=O)(=O)c2cccs2)CC1)c1ccccc1	17%	-3%	-27%	16%	11%	-4%	0%	0%	8%
CC(C)NC(=O)CSc1nc(N)c(-c2ccccc2)c(=O)[nH]1	13%	9%	-11%	6%	10%	-6%	7%	-7%	-11%
COC(CNC(=O)CCc1c(C)nc2c(-c3ccc(F)cc3)c(C)nn2c1C)OC	-18%	-2%	3%	-6%	-9%	0%	1%	-4%	-27%
COCCCNc1ccc([N+](=O)[O-])cc1C(=O)Nc1cccc(C)n1	-12%	11%	-4%	?	-2%	-8%	13%	?	27%[9.22 µM]
COc1ccc(NC(=O)NNC(=O)C(C)Oc2ccc3ccccc3c2)cc1OC (stereo not given)	7%	3%	?	-6%	-1%	-4%	-2%	-7%	4%
O=C(CSc1ncn[nH]1)c1ccc2c(c1)OCO2	6%	-3%	9%	3%	8%	-18%	-11%	0%	-28%
CC1CCN(C(=O)C(=O)Nc2sc3c(c2C(=O)O)CC(C)(C)OC3)CC1	10%	0%	3%	13%	15%	-7%	-1%	7%	5%
Cc1ccccc1S(=O)(=O)Cc1ccc(C(=O)NCCCN2CCCC2)o1	0%	2%	-5%	0%	8%	13%	0%	16%	4%
COCC(=O)Nc1c(C(=O)Nc2ccc3c(c2)OCO3)oc2ccccc12	4%	7%	25%	-15%	-1%	?	0%	-3%	-20%
Cc1cccc(NCCC(=O)c2ccc([N+](=O)[O-])cc2)c1C	-10%	-15%	-9%	0%	-7%	133%	-2%	-3%	27%
O=C(NCc1ccccc1)c1c(F)c(F)c(F)c(F)c1F	8%	3%	-3%	17%	11%	-2%	-8%	12%	16%
O=C(Nc1nccs1)c1csc2c1CCCC2	-14%	-20%	?	0%	-5%	4%	5%	8%	?
O=C(Cc1ccc([N+](=O)[O-])cc1)N/N=C/c1ccccc1F	1%	1%	7%	-12%	-2%	-24%	5%	-8%	21%
CNS(=O)(=O)c1ccc(C(=O)NCC(=O)NCCC(c2ccccc2)c2ccccc2)cc1	6%	-4%	?	0%	6%	1%	0%	4%	5%
COC(=O)C1=C(C)Nc2c(c(=O)n(C)c(=O)n2C)C1c1ccncc1 (stereo not given)	-3%	16%	20%	-8%	-8%	-9%	7%	3%	10%
COc1ccc(OCC(=O)N/N=C/c2ccncc2)cc1	3%	3%	6%	25%	4%	7%[1.84 µM]	-2%	10%	nt
Cc1noc(C)c1NC(=O)N(C)C[C@H]1Oc2ccc(NS(=O)(=O)c3cn(C)cn3)cc2C(=O)N([C@H](C)CO)C[C@@H]1C	10%	-26%	18%	-1%	11%	-9%	0%	22%	11%
Fc1cccc(F)c1/C=N/NC(=S)Nc1cccnc1	8%	?	-29%[7.66 µM]	17%	7%	0%	2%	7%	-2%[9.22 µM]
CNCC(=O)Nc1ccc(Cl)c(C(F)(F)F)c1	-13%	1%	?	-19%	-5%	?	0%	-1%	0%
O=C(NCc1ccc(F)cc1)C(c1ccncc1)N(C(=O)c1csnn1)C1CC1 (stereo not given)	-10%	13%	0%	-5%	-1%	0%	1%	-6%	-15%
Cc1cc(C)c(NC(=O)C2CCCO2)c(C)c1NC(=O)C1CCCO1 (stereo not given)	10%	6%	-1%	3%	13%	2%	8%	2%	2%
Cc1c(NC(=O)C2CCCN2C(=O)c2cccs2)c(=O)n(-c2ccccc2)n1C (stereo not given)	13%	-2%	-6%	18%	11%	2%[9.22 µM]	-5%	13%	4%
Cc1cc(Cl)ccc1NC(=S)N1CCC(C(N)=O)(N2CCCCC2)CC1	7%	0%	-8%	?	-2%	-10%	1%	2%	7%
Cn1c(SCC(=O)c2c(N)n(C)c(=O)n(C)c2=O)nnc1-c1ccc(F)cc1	10%	4%	6%	-4%	16%	-3%	0%	-6%	-1%
Cc1ccc(N=Cc2nc(-c3ccco3)oc2O)cc1	-4%	-11%	1%	-4%	24%[9.24 µM]	-6%	4%	7%	-2%
O=C(NCc1ccc(F)cc1)C1CCCN(S(=O)(=O)c2ccc(-n3cnnn3)cc2)C1 (stereo not given)	24%	-1%	12%	2%	16%	-2%	5%	-1%	-6%
COc1ccc(CNC(=O)Nc2ccc3c(c2)c(=O)n(C)n3Cc2cc(C)cc(C)c2)cc1	24%	2%	-14%	6%	-1%	nt	0%	0%	2%
COc1ccc(C(CC(=O)Nc2ccc(Cl)cc2F)NC(=O)C(F)(F)F)cc1 (stereo not given)	?	-10%	10%	8.2µM*	?	-10%	-14%	7%	-12%
O=S(=O)(Nc1nc2ccc(S(=O)(=O)N3CCCC3)cc2s1)c1ccc(F)cc1	-5%	5%	-7%	-2%	-24%	6%	0%	7%	-5%
COc1ccc(Br)cc1/C=N/NC(=O)C[n+]1ccccc1	0%	-18%	3%	-11%	1%	?	-4%	9%	9%
Cc1ccc(S(=O)(=O)NCc2cn3ccccc3n2)c(C)c1	-1%	-15%	-2%	-3%	0%	-4%	-2%	-1%	11%
COc1ccc(CN(C)Cc2c(O)ccc3cc(Br)ccc23)cc1OC	-21%	-5%	?	-28%	-10%	2%	11%	-13%	-11%
CCOCCCNc1nc2ccccc2[nH]1	0%	-11%	11%	10%	1%	1%	-3%	1%	20%
CC(=O)Nc1ccc(C2NC(=O)CCC2[N+](=O)[O-])cc1 (stereo not given)	7%	5%	-3%	0%	6%	2%	6%	15%	4%
CC(=O)c1sc2nsc(SCCN3CCOCC3)c2c1N	-3%	-4%	-7%	-26%	13%	?	11%	2%	-3%
Clc1ccc(CSc2ccc(-c3cccnc3)nn2)cc1	1%	15%	-8%	?	-4%	13%	21%	2%	0%
CCCN1CCN(S(=O)(=O)c2cc3c(cc2C)NC(=O)CO3)CC1	4%	4%	7%	-18%	2%	-20%	3%	14%	3%
Cc1ccc(C(=O)NC2CC(C)(C)NC(C)(C)C2)c(C)c1	3%	8%	0%	30%	7%	-3%	1%	4%	-3%
CC1(C)CC(=O)C2=C(C1)NC1=C(C(=O)c3ccccc31)C2c1cc([N+](=O)[O-])ccc1O (stereo not given)	?	?	42%[activator]	10%	?	?	9%	27%	-9%
O=C(CSc1ccccc1)Nc1cccc(S(=O)(=O)N2CCCC2)c1	14%	-1%	2%	?	1%	-7%	-5%	4%	3%
O=C(NCCN1C(=O)S/C(=C\c2ccccc2F)C1=O)C1CCN(S(=O)(=O)c2cccs2)CC1	1%	5%	0%	-3%	4%	-2%	-13%	5%	12%
COC(=O)c1cc(C)nc2c1c(=O)nc(SCc1cccc(C(F)(F)F)c1)n2C1CC1	nt	18%	1%	3%	nt	nt	nt	16%	7%
O=C(Nc1cc(-c2nc3cc(Cl)ccc3o2)ccc1Cl)c1cc2ccccc2o1	nt	0%	11%	?	nt	nt	1%	-4%	-9%
CCCCn1c(CNC(=O)c2ccc(OC)cc2)nnc1SCC(=O)Nc1ccccc1	nt	1%	-13%	34%	nt	nt	0%	3%	9%
O=C(/C(=N\O)n1cncn1)c1ccc(Cl)cc1Cl	0%	0%	7%	-5%	-1%	-10%	-1%	-5%	0%
CCN(CC)CCCN(Cc1cc2cc3c(cc2[nH]c1=O)OCO3)C(=O)Nc1ccccc1OC	-15%	13%	?	23%	-7%	?	2%	-19%	-19%

Three structures already listed, arranged by count of non-hydrogen atoms, lowest first.
SMILES	HT1080NT lethal	HEK293 tox	GLP-1R inv ag	KB-V1 MDR tox	HT1080 IDH1KD tx	SW480 rereplic	GLP1R ag	KB-3-1 tox	TDP43 rescue
CC(C)NC(=O)CSc1nc(N)c(-c2ccccc2)c(=O)[nH]1	13%	9%	-11%	6%	10%	-6%	7%	-7%	-11%
COC(=O)C1=C(C)Nc2c(c(=O)n(C)c(=O)n2C)C1c1ccncc1 (stereo not given)	-3%	16%	20%	-8%	-8%	-9%	7%	3%	10%
O=C(NCCN1C(=O)S/C(=C\c2ccccc2F)C1=O)C1CCN(S(=O)(=O)c2cccs2)CC1	1%	5%	0%	-3%	4%	-2%	-13%	5%	12%

Bioassay records: PubChem BioAssay, National Center for Advancing Translational Sciences (NCATS)
